High-throughput results (PubChem BioAssay)
hIAP inh: human IAP inhibition | P09923 | purified IAP, CDP-Star luminescence, 30 min | inhibition, % at 10 µM | hit rate 0.12% among 330,000;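 active = inhibition reaching a set limit with compound at 10 µM in the primary screen, cut at about 35% in these data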;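 note: plate controls were DMSO wells with enzyme for no effect and no-enzyme buffer wells for full effect; values of inactives mirror those of a sister screen read the other way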
APOBEC3G inh: blocks human APOBEC3G single-stranded DNA deamination | Q9HC16 | recombinant A3G, ssDNA deamination FAM/TAMRA fluorescence | inhibition, % at 20 µM | hit rate 0.28% among 330,000 | AID 493012;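 active = inhibition of at least 40% at 20 µM, with no more than 30% in the related APOBEC3A deaminase screen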;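 note: plate controls were DMSO wells with A3G for no effect and wells lacking A3G enzyme for full effect; some compounds called inactive have numbers as strong as hits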
Target sequence (Q9HC16 whole entry, looked up): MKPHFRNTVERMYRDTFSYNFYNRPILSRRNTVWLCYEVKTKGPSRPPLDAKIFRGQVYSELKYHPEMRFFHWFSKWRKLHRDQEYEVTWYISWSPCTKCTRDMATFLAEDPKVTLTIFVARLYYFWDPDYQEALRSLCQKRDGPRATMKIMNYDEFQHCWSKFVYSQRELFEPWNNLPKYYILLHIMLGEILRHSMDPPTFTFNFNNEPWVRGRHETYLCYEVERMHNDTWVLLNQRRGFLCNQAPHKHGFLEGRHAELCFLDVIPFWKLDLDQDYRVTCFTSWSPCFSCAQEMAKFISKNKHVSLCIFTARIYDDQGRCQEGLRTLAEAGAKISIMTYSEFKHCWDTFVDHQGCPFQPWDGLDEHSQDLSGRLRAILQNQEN
hIAP activ: increases human intestinal alkaline phosphatase activity | activation factor at 10 µM | AID 2524 | P09923 | hit rate 0.16% among 330,000 | purified human IAP, CDP-Star luminescence, 30 min; active compounds read high; 1 = vehicle-only enzyme, 0 = enzyme-free background;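 active = activation factor of the enzyme at least 2-fold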; note: the source names both 10 and 20 µM as test concentration; values of inactives mirror those of a sister screen read the other way
NR3A LBD binder: modulators (binders) of human NR3A ligand-binding domain. NR3A LBD differential scanning fluorimetry, Tm shift; 0% = protein alone, 100% = glycine-bound protein. Tm shift relative to glycine control, % at 25 µM. hit rate 2.5% among 340,000;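 active = melting temperature shift of at least 10% of the positive control shift, at one fixed dose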
beta cell repl: inducers of beta-cell replication in MIN6 cells. MIN6 cells proliferation, ATPlite luminescence, 48 h; cells starved in 0.2% serum; 100% = growth in 10% serum. proliferation, % at 10 µM. hit rate 0.29% among 330,000. AID 2380;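 active = compounds whose signal lies at least 3.5 SD above the mean of all wells on their plate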;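 note: 0% = DMSO-treated cells in low-serum medium and 100% = 10% serum control; some compounds called inactive have numbers as strong as hits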
mIAP inh: blocks mouse intestinal alkaline phosphatase; purified mouse IAP, CDP-Star luminescence, 30 min; inhibition, % at 10 µM; hit rate 0.2% among 330,000; AID 2806;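 active = inhibition of at least 40% at 10 µM in the primary screen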;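 note: plate controls were DMSO with enzyme for no effect and no enzyme wells for full effect; values of inactives mirror those of a sister screen read the other way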
mIAP activ: increases mouse intestinal alkaline phosphatase activity. muIAP, CDP-Star luminescence, 30 min; active compounds read high; 1 = vehicle-only enzyme signal, 0 = enzyme-free wells. activation factor at 10 µM. hit rate 0.24% among 330,000;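 active = activation factor of at least 2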; note: the source names both 10 and 20 µM as test concentration; values of inactives mirror those of a sister screen read the other way
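System: mouse IAP enzyme. Reagent: CDP-Star chemiluminescent phosphatase substrate. Benchmarks: DMSO wells, no-enzyme wells. Times: 30 min enzyme-substrate-compound incubation at room temperature. Detection: luminescence from enzymatic CDP-Star hydrolysis. Doses: test compounds delivered from DMSO solution.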
MPTP inh: inhibitors of mitochondrial permeability transition pore | isolated mouse mitochondria, Ca2+ swelling absorbance, 30 min | inhibition, % at 10 µM | hit rate 1.4% among 360,000 | AID 602449;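 active = inhibition of 50% or more, scaled per plate between neutral and stimulator controls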;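 note: 0% = DMSO wells given calcium and 100% = 1 mM EGTA wells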
APOBEC3A inh: blocks human APOBEC3A ssDNA deamination; AID 493011; P31941; hit rate 0.41% among 330,000; inhibition, % at 20 µM; recombinant A3A, FAM/TAMRA ssDNA deamination fluorescence;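 active = at least 40% inhibition at 20 µM here, with at most 30% in a related deaminase screen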;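 note: plate controls were A3A with DMSO for no effect and wells lacking A3A enzyme for full effect; some results filed as inactive read as strong as hits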
Target sequence (P31941 whole entry, looked up): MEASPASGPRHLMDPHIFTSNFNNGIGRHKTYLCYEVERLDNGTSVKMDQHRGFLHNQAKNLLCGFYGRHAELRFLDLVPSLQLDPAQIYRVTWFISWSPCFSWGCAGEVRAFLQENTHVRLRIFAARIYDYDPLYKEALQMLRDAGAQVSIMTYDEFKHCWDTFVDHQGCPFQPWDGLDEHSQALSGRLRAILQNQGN
* marks the source's active call; other numbers are inactive results; nt = not tested or not shown.

Molecule	hIAP inh	mIAP inh	APOBEC3G inh	MPTP inh	mIAP activ	NR3A LBD binder	APOBEC3A inh	hIAP activ	beta cell repl
O=C(Nc1nnc(SCc2ccc(Cl)cc2)s1)c1ccco1	-15	-9	-5	-2.3	1.1	-4	-2	1.1	-3
Cc1nc(CN(C)C(=O)CC2C(=O)NCCN2Cc2ccc(-c3ccccc3)cc2)cs1 (stereo unspecified)	1	0	-3	-1.4	1	-1	-5	0.99	-2
O=[N+]([O-])c1ccc(Cl)c(/C=N/Nc2nc(N3CCOCC3)nc(N3CCOCC3)n2)c1	7	0	-1	-1.5	1	3	3	0.93	3
CC(NC(=O)CN(C)Cc1cccc(F)c1)c1ccccc1 (stereo unspecified)	-32	9	-8	0.4	0.91	-2	-7	1.3	-2
Cc1ccccc1N(C(=O)c1ccccn1)C(C(=O)NCc1ccccc1)c1cccnc1 (stereo unspecified)	1	-6	-10	-1.1	1.1	-1	-6	0.99	0
NCCCC[C@@H]1NC(=O)[C@H](CCC(=O)O)NC(=O)c2cc([N+](=O)[O-])cc(I)c2NCC[C@@H](C(N)=O)NC1=O	0	12	3	-2.3	0.88	-2	26	1	-4
CC1(C)Cc2cccc(OCC(=O)OCC(=O)NCc3ccccc3)c2O1	-4	-2	0	-0.4	1	4	29	1	0
O=C(NCCN1CCOCC1)c1ccc(CS(=O)(=O)c2ccc(Br)cc2)o1	-3	4	1	-1.0	0.95	-1	0	1	2
Cc1ccc2cccc(S(=O)(=O)n3nc(C)cc3C)c2n1	2	-4	-6	-2.2	1	0	5	0.98	4
CCN(CC(=O)Nc1ccc2c(c1)OCCO2)Cc1cc(=O)oc2cc(C)c(C)cc12	5	13	-2	-1.2	0.87	-3	1	0.95	2
O=C(NCc1ccc(F)cc1)C(c1ccc(Cl)cc1)N(C(=O)c1csnn1)C1CC1 (stereo unspecified)	13	2	-8	-0.6	0.98	-2	-5	0.87	-1
COc1cc(NC(=O)COC(=O)/C=C/c2ccccc2Cl)cc(OC)c1	7	5	-6	2.2	0.95	3	-2	0.93	0
COc1ccc(OC2C(=O)N(c3cc(C)ccc3C)C2c2ccc(OC)c(OC)c2)cc1 (stereo unspecified)	4	-8	-1	2.4	1.1	-2	5	0.96	-5
CC(C)NC(=O)CC(=O)NN=C1CCCCC1	11	-5	-6	-0.2	1.1	0	-2	0.89	3
COc1ccc(C(=O)Nc2ccc(S(=O)(=O)N3CCCCC3C)cc2)c(OC)c1OC (stereo unspecified)	-7	3	2	2.1	0.97	4	0	1.1	-3
CC1=C(C#N)C(c2cccnc2)C2=C(N1)c1ccccc1C2=O (stereo unspecified)	13	5	0	-0.6	0.95	2	6	0.87	0
O=C(Nc1ccc(F)cc1F)c1ccc(COc2c(F)c(F)cc(F)c2F)o1	10	10	-3	-0.1	0.9	0	0	0.9	-4
COc1cc(/C=N/n2c(C3CCCCC3)n[nH]c2=S)cc(Br)c1O	11	-2	25	-0.2	1	3	-2	0.89	-1
COc1ccc(C(NC(=O)c2c(F)c(F)c(F)c(F)c2F)c2ccccc2)cc1 (stereo unspecified)	3	-1	-2	17	1	-8	2	0.97	-3
O=C(NCc1cccnc1)c1ccc(CN2CCc3ccccc3C2)cc1	-15	-1	-3	-1.7	1	0	0	1.1	-2
COc1ccc(C(=O)OCC(=O)Nc2ccc([N+](=O)[O-])cc2OC)c(O)c1	-6	-1	-8	3.4	1	-1	3	1.1	-5
COC(=O)c1c(C)nc2c(c(SC)nn2-c2ccccc2)c1N	0	-5	-7	-2.4	1	-4	-2	1	-3
C/C=C/C=C(/NC(=O)c1ccccc1)C(=O)Nc1ccccc1	1	5	-5	-1.4	0.95	0	0	0.99	-3
Cn1c(CCN2CCOCC2)nc2cc(NC(=O)COc3ccc(Cl)cc3)ccc21	-1	3	1	1.7	0.97	3	0	1	-1
COc1ccc(NC(=O)C(=O)N2N=C3CCCCC3C2(O)C(F)(F)F)cc1 (stereo unspecified)	9	-2	10	-0.1	1	-4	55*	0.91	0
CCCc1cc(=O)[nH]c(/N=C(/NC(=O)C(C)N2C(=O)c3ccccc3C2=O)Nc2ccccc2)n1 (stereo unspecified)	5	6	-5	2.6	0.94	-8	-3	0.95	6
CC[C@H](C)[C@H](NC(N)=O)C(=O)Nc1ccc(NC(C)=O)cc1	-1	3	-4	0.1	0.97	1	2	1	-1
CN(c1ccc(OCC(=O)OCC(=O)Nc2cccc([N+](=O)[O-])c2)cc1)S(=O)(=O)c1ccc(F)cc1	0	-8	-2	-2.0	1.1	4	3	1	0
CCOC(=O)C1=C(C)NC(C)=C(C(=O)OCC)C1C(=O)OCC(=O)N1CCc2ccccc21	1	6	0	-0.4	0.94	-4	-1	0.99	-2
C#CCOCCOCCOCCNc1nc(N2CCN(C(=O)C([C@@H](C)CC)n3cc(C(N)Cc4ccc(O)cc4)nn3)CC2)nc(N2CCN(C(=O)[C@H](CCC(=O)O)n3cc(C(N)[C@H](C)CC)nn3)CC2)n1 (stereo partly specified)	-5	-10	-4	0.3	1.1	1	-2	1.1	2
Cc1cc(C(=O)COC(=O)c2cccn2C)c(C)n1Cc1ccco1	-5	7	-12	-0.4	0.93	-4	0	1.1	-5
O=C(NC(=O)c1c(F)cccc1F)O/N=C1\CCCc2occc21	2	0	-2	0.9	1	1	0	0.98	-2
COc1ccc(OC)c(NC(=O)Cn2c(C)nc3ccccc3c2=O)c1	7	2	-4	-0.9	0.98	0	-2	0.93	1
CC#CCN(CC#CC)S(=O)(=O)c1ccc(-n2cnnn2)c(OC)c1	16	13	-6	0.3	0.87	-2	-2	0.84	0
CCCCCCC1C(C#N)=C(N)OC2=C1C(=O)CCC2 (stereo unspecified)	0	2	-10	0.8	0.98	-2	-5	1	3
Cc1nc2ccc(S(=O)(=O)NCC(=O)N3CCCCC3)cc2s1	11	5	-7	-1.0	0.95	1	-17	0.89	-2
O=C(Nc1cccc(Cl)c1)Nc1cc(S(=O)(=O)N2CCCCC2)ccc1Cl	-11	-257	-7	84*	3.6*	11*	-4	1.1	-6
Fc1cccc(NC(=S)NCCc2ccccc2)c1	-16	-49	4	71*	1.5	28*	1	1.2	-6
CCc1ccc(Nc2ncnc3nc[nH]c23)cc1	-93	8	1	1.9	0.92	-1	8	1.9	-3
COc1cc(C(C)=O)ccc1Oc1ncnc2c1cnn2-c1cccc(Cl)c1	-6	-1	-4	4.3	1	3	1	1.1	0
CCCc1ncc(C[n+]2ccccc2C)c(N)n1	6	-1	-4	-2.2	1	1	1	0.94	0
Cc1ccc(S(=O)(=O)N2CCOCC2)cc1NC(=O)CNCc1ccccc1Cl	-8	-9	-5	0.0	1.1	-6	1	1.1	4
Cn1c(=O)[nH]c(=O)c2c1nc(SCC(O)CCl)n2Cc1ccccc1 (stereo unspecified)	-7	-6	2	1.0	1.1	2	0	1.1	-1
Cc1c(NC(=O)Nc2cccs2)cccc1[N+](=O)[O-]	2	5	-9	28	0.95	-16	0	0.98	-3
COc1ccc(S(=O)(=O)Nc2ccc(Oc3ncccn3)c(Cl)c2)cc1	-2	4	-5	-3.1	0.96	2	-3	1	-4
COc1cc(OC)cc(C(=O)Nc2nnc(SCC(=O)NCc3ccco3)s2)c1	4	7	1	-1.0	0.93	1	1	0.96	-3
COc1cc(-c2nc(-c3ccccc3)c(-c3ccc(F)cc3)[nH]2)cc2c1OCO2	7	-42	-7	89*	1.4	9	-1	0.93	-7
Cc1cc(C(=O)Nc2cccc3c2O[C@@H](CN(C)S(=O)(=O)c2ccccc2)[C@H](C)CN([C@@H](C)CO)C3=O)n(C)n1	-4	-3	12	-0.2	1	0	2	1	-2
COc1ccc(OC)c(C(=O)COC(=O)c2cccnc2Cl)c1	-10	-6	5	-0.1	1.1	0	5	1.1	0
Cc1ccc(S(=O)(=O)N2C[C@@H]3CCCC[C@@H]3[C@@H](C)[C@H]2c2cn(Cc3ccccc3)c3ccccc23)cc1	nt	4	-3	-0.6	0.96	1	-1	nt	nt
Cc1cc(C(C)(C)C)oc1C(=O)N(CC(=O)NC1CCCC1)c1cccc(C(F)(F)F)c1	-13	-13	-6	3.7	1.1	-2	-6	1.1	-5
Cc1cc2cc(CCNC(=O)CCc3ccccc3)c(=O)[nH]c2cc1C	11	1	-7	0.3	0.99	-3	1	0.89	-5
O=C(O)CCC(=O)Nc1ccc(C(=O)OC2CCCCC2)cc1	-10	-4	-6	0.0	1	0	-6	1.1	-4
O=C1OCCC1Sc1nnc(-c2ccc(Cl)cc2)n1Cc1ccccc1 (stereo unspecified)	18	-4	-5	1.5	1	0	3	0.82	2
COc1ccccc1CNN	13	10	11	-0.7	0.9	2	3	0.87	0
CCOCCCNS(=O)(=O)Cc1ccccc1	-9	7	-3	1.3	0.93	1	-2	1.1	-1
CCOC(CCn1c(SCC(=O)Nc2cc(C)on2)nc2ccccc2c1=O)OCC	5	3	-3	-0.4	0.97	-2	-1	0.95	1
Cc1ccc(NC(=O)C2=CCN(S(=O)(=O)c3ccc(F)cc3)CC2)c(C)c1	-25	-7	-5	-1.4	1.1	0	-5	1.3	-4
COc1ccc(S(=O)(=O)Cc2ccc(C(=O)NCCCN(C)c3ccccc3)o2)cc1	5	4	-5	2.5	0.96	-3	-3	0.95	-1
Cc1nn(Cc2ccc(Cl)cc2Cl)c(C)c1NC(=O)CCl	12	0	-11	-0.5	1	0	0	0.88	-7
